# MT stabilize HCS – microtubule stabilizers in HeLa cells, primary screen, imaging, high-content imaging; HeLa tubulin immunostaining HCS, 24 h; share of cells brighter than vehicle mean+2SD; % tubulin-high responders, % at 10 µM; 0.83% of 200,000 active; AID 2205, 2009;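 active means plate Z-score above 3 for both tubulin-high and condensed-nucleus cell shares, with cell loss under 80%, at 10 µM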;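 further: anti alpha tubulin signal scored within the nucleus-defined area of each cell; some results filed as inactive read as strong as hits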
# WT yeast gro inh – growth inhibition of WT strain, primary screen, mitochondrial fusion inhibitor project, WT and mutant strains, chemical genetic; mitochondrial fusion phenotypic screen; inhibition, % at 10 µM; 2.1% of 190,000 active; AID 1362, 2008; in the data active means inhibition above about 58%; tested in S. cerevisiae
# Autophagy HCS – autophagy modulators in MEF cells, primary screen, imaging, high-content, MEF GFP-LC3; MEF GFP-LC3 puncta imaging; test concentration mostly 10 µM; AID 463193, 2010; 0.98% of 190,000 active; calls only at 10 µM (by protocol);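 active means percentage of spot-positive cells more than 3 SD above its plate mean, without a fluorescence outlier flag or 80% toxicity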;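 further: spot-positive cell cutoff set from DMSO-treated cells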
# P. falciparum M17LAP – P. falciparum M17LAP inhibitors, primary screen, biochemical, fluorogenic H-Leu-NHMec substrate, 1536-well (AID 1619). Leucine aminopeptidase (Plasmodium falciparum (isolate 3D7)). recombinant M17LAP, H-Leu-NHMec fluorogenic kinetic assay; higher % means a stronger effect. inhibition, % at 30 µM; hits with a dose series show IC50 in µM. 0.38% of 220,000 active;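 active means compound inhibiting the enzyme by more than half at any dose during confirmatory dose-response retesting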;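 further: plate controls were full reaction with DMSO carrier for no effect and no enzyme background for full effect; strong numbers were not always called active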
# T cell HTS – modulators of CD8 T cell-vesicle binding, primary screen, mouse 2C CD8+ T cells, flow cytometry; 2C CD8+ T cell-vesicle binding; active compounds read low; calls only at 7 µM; 0.068% of 330,000 active;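 active means response, share of CD8 T cells binding vesicles, and their 90th percentile fluorescence all below set limits, cut at about 80% in these data, passing the limit was not always enough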
#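 Assay system: 2C TCR transgenic mouse naive CD8+ T cells, MACS-purified | Read-out: CD8+ gate FL2 mean fluorescence as % of same-row positive control | Signal: High-throughput flow cytometry with anti-B7-1 and anti-CD8 staining | Timing: Binding step 1.5 h, 37 °C, antibody labelling 20 min, ice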
# Dynein cargo inh – inhibitors of GR-EGFP nuclear translocation, primary screen, dynein cargo transport inhibitor project, imaging, high-content, 3617.4 mouse cells; 0.47% of 220,000 active; test concentration mostly 20 µM; stimulated with dexamethasone, 1 µM; active compounds read low; z-score, hits read low;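 active means plate z-score of nuclear minus cytoplasmic receptor signal below a set negative limit, without overly bright fluorescence or cell loss, cut at about -3.5 in these data, passing the limit was not always enough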;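 further: z-score of nuclear minus cytoplasmic ring GR-EGFP intensity difference per well; some compounds called inactive have numbers as strong as hits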
#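 Schedule: 48 h induction, then 1 h compound, then 30 min agonist, 37 °C. Buffer or medium: tetracycline-free induction medium containing charcoal-stripped FBS. Reagent: 1.0 µM final dexamethasone stimulus. Evaluation: nuclear versus cytoplasmic GR-EGFP signal, averaged per well. Signal: high-content fluorescence imaging after fixation.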
# Yfh1-depleted yeast – enhancers of respiration in Yfh1-depleted yeast, dose response, Friedreich's ataxia, plus single-dose screen (AID 1465) | 0.074% of 220,000 active | fold induction at 50 µM; hits with a dose series show EC50 in µM | S. cerevisiae Yfh1-off respiration, WST-1 reduction, 72 h; higher fold induction means a stronger effect;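 active means fold induction of absorbance versus untreated yeast above a set limit, then at least 30% activation at any dose in follow-up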;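 further: activators that raise dye reduction in frataxin-depleted yeast; strong numbers were not always called active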
# b-catenin transl – modulators of beta-catenin nuclear translocation, primary screen, imaging, HeLa cells, immunofluorescence, high-content; nuclear translocation activity, % at 5 µM; 0.3% of 190,000 active; AID 1665, 2009;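 active means nuclear translocation activity above 50% at 5 µM, with a well cell count of 50 or more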;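 further: per-cell ratio of nuclear to cytoplasmic median beta-catenin stain intensity; plate controls were DMSO negative control for no effect and GSK-3 inhibitor IX positive control for full effect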
#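 Technique: fluorescence imaging of beta-catenin antibody stain plus DAPI / Material: human HeLa cell line / Incubation: compound treatment 24 h, 37°C, 5% CO2 / Read-out basis: % activation of per-cell nuclear versus cytoplasmic median beta-catenin signal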
# M1AAP inhibition – P. falciparum M1AAP inhibitors, biochemical, fluorogenic H-Leu-NHMec substrate, 1536-well (AID 1445); Aminopeptidase N (Plasmodium falciparum (isolate 3D7)); recombinant M1AAP, H-Leu-NHMec fluorogenic kinetic assay; higher % means a stronger effect; inhibition, % at 30 µM; hits with a dose series show IC50 in µM; 0.42% of 220,000 active;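 active means primary inhibition above the hit cutoff, then over 50% inhibition at one or more dose response concentrations, cut at about 23% in these data, passing the limit was not always enough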;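 further: plate controls were DMSO full reaction for no effect and no enzyme background for full effect; strong numbers were not always called active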
# WT yeast gro inh mutant strain – second read-out of WT yeast gro inh, no call of its own (marks repeat the call); inhibition, %; mitochondrial fusion phenotypic screen, mutant strain inhibition
# Dynein cargo inh cytoplasmic EGFP – further read-out of Dynein cargo inh, marked with its call; z-score; measured here: cytoplasmic GR-EGFP intensity; active compounds read high
# Dynein cargo inh nuclear GR-EGFP – further read-out of Dynein cargo inh, marked with its call; z-score; measured here: nuclear GR-EGFP intensity;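 lower value marks the stronger effect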
# Dynein cargo inh cell count – second read-out of Dynein cargo inh, no call of its own (marks repeat the call); z-score; measured here: cell count per field
# b-catenin transl cell count 5 µM – recorded beside b-catenin transl, whose call it bears; cell count; measured here: cell count, cytotoxicity flag
# T cell HTS vesicle-bound % – further read-out of T cell HTS, marked with its call; double positive events, %; measured here: CD8+ vesicle-bound cell fraction;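 binding gate set so that unloaded-vesicle control wells show 10% double positive cells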
# MT stabilize HCS Hoechst-high % – recorded beside MT stabilize HCS, whose call it bears; % Hoechst-high responders; measured here: nuclear condensation Hoechst responders;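 share of cells brighter than vehicle mean plus two SD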
# MT stabilize HCS cytotoxicity % – further read-out of MT stabilize HCS, marked with its call; toxicity, %; measured here: cytotoxicity by cell density;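 0% = mean cell density of plate MIN control wells and 100% = no cells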
# Autophagy HCS cell loss 18 h – further read-out of Autophagy HCS, marked with its call; toxicity, %; measured here: cell loss, nuclei count;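 cell loss after 18 h compound exposure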
# An asterisk follows results filed as active; i = inactive; nt = not tested or not shown; + = active, no number.
# The line under a structure holds: MT stabilize HCS	MT stabilize HCS Hoechst-high %	MT stabilize HCS cytotoxicity %	WT yeast gro inh	WT yeast gro inh mutant strain	Autophagy HCS	Autophagy HCS cell loss 18 h	P. falciparum M17LAP	T cell HTS	T cell HTS vesicle-bound %	Dynein cargo inh	Dynein cargo inh cytoplasmic EGFP	Dynein cargo inh nuclear GR-EGFP	Dynein cargo inh cell count	Yfh1-depleted yeast	b-catenin transl	b-catenin transl cell count 5 µM	M1AAP inhibition
COc1ccc(C)cc1NC(=S)NC(C)c1ccc(OC)c(OC)c1 (stereo unspecified)
    3.7	1.5	7.6	63.8*	20.3*	i	4.9	3.5%	i	53.3	-0.532	-0.312	-0.142	0.609	i	-0.5	1036	2.9%
CCCCCNC(=O)CCc1ccccc1
    2.4	2.0	3.3	-20.3	-7.2	i	-0.1	-4.2%	i	18.1	0.607	-0.265	0.311	-0.252	i	nt	nt	14.7%
CCn1c(=O)[nH]c2cc(C(=O)N3CCN(c4ccccc4)CC3)ccc2c1=O
    3.6	2.3	5.6	-1.0	-1.3	i	21.9	21.1%	i	30.0	-0.184	-0.259	-0.163	0.534	i	1.7	1191	5.4%
COc1ccc(/C=C/C(=O)NC(=S)NNC(=O)Cc2cccs2)cc1
    3.6	1.5	2.3	8.8	-6.0	i	-7.8	8.2%	i	51.7	0.0314	-0.268	0.689	-0.29	nt	nt	nt	-7.8%
c1ccc(C[n+]2csc3ccccc32)cc1
    1.5	2.1	7.5	-6.2	8.8	i	-0.6	-21.3%	i	45.6	-0.117	-0.131	-0.34	0.0315	i	nt	nt	0.1%
Cc1ccc(-c2nc(C)c(C(=O)O)s2)cc1
    4.7	1.8	1.7	5.7	6.1	i	13.2	3.3%	i	41.6	-1.1	-0.293	-0.474	0.834	i	-0.7	964	-1.2%
COc1cccc(OC)c1C(=O)NNC(=O)c1ccc(F)cc1
    4.9	1.9	8.8	-4.2	12.2	i	-35.9	0.7%	i	40.0	-0.88	-0.212	-0.538	1.29	i	-1.2	1052	2.9%
CC1CN(CCC(=O)Nc2ccc3c(c2)CCC3)CC(C)O1 (stereo unspecified)
    4.0	2.4	1.8	4.8	-2.4	i	6.3	3.4%	i	43.0	0.0137	-0.257	0.178	0.132	i	1.1	878	-3.0%
O=C1CC(N2CCN(c3ccc(F)cc3)CC2)C(=O)N1Cc1cccs1 (stereo unspecified)
    3.1	2.4	2.2	9.5	15.9	i	-5.1	-1.2%	i	37.8	0.643	-0.23	0.215	-0.614	i	1.2	967	16.0%
Cn1c(-c2cccc([N+](=O)[O-])c2)[n+](C)c2ccccc21
    1.3	1.0	1.9	0.5	0.1	i	19.0	-1.7%	i	55.1	0.221	-0.312	0.165	0.429	i	-1.9	1121	1.5%
O=C(O)c1ccc(NC(=O)C2(c3ccccc3)CCOCC2)cc1
    3.0	1.6	3.3	10.8	16.6	i	-1.1	5.5%	i	23.2	-0.0403	-0.261	0.103	0.482	i	-0.6	1024	8.2%
O=C(/C=C/c1ccc(OC2CSC2)cc1)c1ccccc1
    2.0	1.9	0.1	14.7	31.7	i	5.1	6.1%	i	10.3	0.167	0.0688	-0.138	-1.98	i	nt	nt	0.2%
CCc1ccc(NC(=O)C(=O)N/N=C(\C)CC(=O)Nc2ccccn2)cc1
    5.1	2.5	9.5	-5.5	2.0	i	7.3	40.0%	i	6.9	-0.688	-0.26	-0.338	0.287	i	1.4	926	8.8%
CCOC(=O)CC(NC(=O)Cn1nnc(-c2ccccc2C)n1)c1ccc(OC)cc1 (stereo unspecified)
    4.4	2.5	7.8	0.0	-11.6	i	-3.5	15.0%	i	60.8	0.104	-0.187	-0.295	0.0106	i	1.5	931	1.7%
O=C(O)c1ccc(C(=O)c2ccc3c(c2)C(=O)N(CC2CCCO2)C3=O)cc1 (stereo unspecified)
    1.8	2.4	1.8	-22.5	-19.6	i	25.9	9.8%	i	33.9	0.419	-0.206	0.106	0.115	i	-0.1	1539	16.2%
O=C(Nc1ccccc1)C(c1ccccc1)C1CCCC1 (stereo unspecified)
    3.7	2.3	6.7	16.5	20.4	i	12.1	4.9%	nt	nt	-0.602	-0.261	-0.144	0.647	i	-0.5	975	4.0%
COc1ccc(OC)c(Cc2nnc(CCC(=O)N3CCCCC3c3nccs3)o2)c1 (stereo unspecified)
    1.8	1.2	6.9	-4.8	-2.2	i	-6.3	nt	i	25.8	-0.106	-0.286	0.332	-0.0742	i	-1.2	973	nt
CCN(CC(=O)NC(C)C)C(=O)c1ccc(Cl)cc1
    4.0	2.2	7.0	11.4	13.1	i	0.3	-0.9%	i	27.4	-0.934	-0.252	-0.274	1.4	i	-0.4	1127	-1.8%
CCOC(=O)CSc1nnc(-c2ccc(OC)cc2)n1CC
    1.6	2.7	6.4	13.4	3.6	i	-1.8	-1.1%	i	45.5	-0.618	-0.205	-0.212	0.1	i	1.0	785	0.0%
C=CCc1c(C)nc(SCCC)[nH]c1=O
    2.8	1.9	4.8	-1.7	5.9	i	-1.9	3.1%	i	16.6	-0.838	-0.194	-0.156	0.267	i	-1.4	1144	-7.6%
CC(C)COC(=O)N1CCCC1C(=O)O (stereo unspecified)
    3.7	1.9	5.9	-3.3	-1.1	i	7.2	-4.9%	i	29.4	-0.605	-0.259	-0.77	0.588	i	-0.1	1108	-2.3%
CC(Oc1ccc(Br)cc1)C(=O)N1CCC(C(N)=O)CC1 (stereo unspecified)
    1.9	1.1	3.2	5.2	-8.7	i	-14.7	4.8%	i	26.2	1.37	-0.287	0.892	-0.447	i	-2.6	1128	7.1%
CCOc1ccc(S(=O)(=O)Nc2cc(OC)ccc2OC)cc1
    10.8	26.1	48.7	5.5	1.1	+	70.3*	-2.1%	i	10.9	-0.44	-0.147	-0.26	-0.275	i	51.8*	282*	4.0%
Cc1ccc(C2CN(C)C3(C(=O)Nc4ccccc43)C23COc2ccccc2C3=O)cc1 (stereo unspecified)
    1.8	1.3	7.1	72.9*	21.8*	i	-0.9	2.3%	i	38.2	-0.192	-0.229	-0.431	0.423	nt	-1.0	1371	2.9%
CCCOc1ccc(NC(=O)C2CC(=O)N/C(=N/N=C(C)/C=C/c3ccc(N(C)C)cc3)S2)cc1 (stereo unspecified)
    4.1	1.4	4.7	1.8	9.9	i	20.8	10.5%	i	6.3	-2.89	2.11	-0.744	1.19	i	0.6	979	7.0%
CCOc1ccc(Nc2cc(Nc3ccccc3OCC)nc(C=C(C#N)C#N)n2)cc1
    nt	nt	nt	nt	nt	nt	nt	5.6%	i	53.5	-0.29	-0.274	-0.268	0.685	i	-1.7	1120	1.5%
O=C(c1ccc(S(=O)(=O)c2cccc(Cl)c2)c([N+](=O)[O-])c1)N1CCN(c2ccccn2)CC1
    7.1	5.3	26.2	29.2	41.4	i	2.9	-3.2%	i	25.2	-1.14	-0.224	-0.782	1.42	i	10.2	973	5.7%
CCC(C)n1c(NC(=O)c2ccccc2)c(C#N)c2nc3ccccc3nc21 (stereo unspecified)
    7.3	7.4	25.2	nt	nt	+	17.6*	nt	i	53.1	-0.744	2.12	-0.0241	0.314	i	nt	nt	nt
COC(=O)c1ccccc1NC(=O)CNC(=O)c1ccc(OC)c(OC)c1
    3.7	2.7	4.6	-2.0	1.8	i	-1.7	4.3%	i	19.5	-0.257	-0.271	0.447	-0.494	i	6.4	855	16.1%
CN(Cc1ccco1)C(=O)C(Cc1ccccc1)NS(=O)(=O)c1ccc2c(c1)CCC(=O)N2 (stereo unspecified)
    2.7	2.9	10.7	2.5	-1.8	i	4.1	5.7%	i	39.0	-0.929	-0.245	-0.538	0.921	i	nt	nt	6.8%
COc1ccc2[nH]cc(C3N4CC5(C)CN3CC(C)(C4)C5=O)c2c1 (stereo unspecified)
    2.0	1.1	7.0	-5.2	7.2	i	1.3	-16.2%	i	27.1	1.47	-0.175	1.06	-1.05	i	nt	nt	5.6%
Cc1cc(C(=O)CSc2nn3c(=O)c(C(C)(C)C)nnc3s2)c(C)n1C1CC1
    4.8	2.5	12.5	-10.9	17.9	i	7.5	1.3%	i	9.6	-1.04	-0.338	-0.157	1.56	i	-0.2	1150	3.0%
O=C(CNC(=O)/C(=C\c1ccc(Br)cc1)NC(=O)c1ccccc1)OCc1ccccc1
    3.0	1.7	5.3	8.2	-9.9	i	-0.6	2.4%	i	52.3	-1	-0.187	-0.618	-0.0701	i	-1.5	1170	19.0%
O=C1c2cccnc2C(=O)N1Cc1ccc2c(c1)OCO2
    3.5	1.4	8.6	6.9	5.7	i	-12.4	-14.0%	i	18.8	0.491	0.293	1.08	-0.117	i	-1.0	884	-3.5%
